# GPR55 antagonists: GPR55 antagonists blocking LPI-driven arrestin recruitment, primary screen, imaging, U2OS, beta-arrestin-GFP, LPI agonist (AID 2013); G-protein coupled receptor 55 (Homo sapiens); U2OS GPR55 beta-arrestin-GFP translocation imaging, LPI antagonism; higher % means a stronger effect; inhibition, % at 10 µM, or IC50 in µM where a hit was titrated; 290,000 tested, 0.13% active;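 active = spots per cell inhibited over 60%, with over 100 cells counted and total cytoplasm intensity under 500,000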;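 note: U2OS cells stably carrying GPR55 and arrestin-GFP stimulated by 5 µM LPI near EC80; imaged beta-arrestin-GFP aggregate spots per cell after agonist stimulation; plate controls were LPI-stimulated DMSO wells for no effect and DMSO wells without LPI for full effect; some results filed as inactive read as strong as hits; confirmed hits need IC50 under 10 µM and bright autofluorescent wells are also inconclusive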
# GPR35 antagonists: GPR35 antagonists blocking zaprinast-driven arrestin recruitment, primary screen, imaging, U2OS, beta-arrestin-GFP, zaprinast agonist (AID 2058); G-protein coupled receptor 35 (Homo sapiens); U2OS GPR35 beta-arrestin-GFP translocation imaging, zaprinast antagonism; higher % means a stronger effect; inhibition, % at 10 µM; hits with a dose series show IC50 in µM; 290,000 tested, 0.052% active;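 active = inhibition of at least 50% with at least 30 cells and total cytoplasm GFP at most 10,000,000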
# Rac1 GTP hydrolysis: MgcRacGAP GTPase-activating activity inhibitors, confirmation, biochemical, ADP Hunter fluorescence; Rac GTPase-activating protein 1 (Homo sapiens); MgcRacGAP-stimulated Rac1 GTP hydrolysis, ADP Hunter fluorescence; higher % means a stronger effect; GST-tagged Rac1 F28L mutant substrate; inhibition, % at 30 µM; hits with a dose series show IC50 in µM; 340,000 tested, 0.6% active; AID 624330, 2012;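 active = first-screen hits whose inhibition reached a set limit at any dose in the follow-up dose series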;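 note: fluorescence reports GDP produced by GAP-driven GTP hydrolysis; strong numbers were not always called active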
# T cell HTS: modulators of CD8 T cell-vesicle binding, primary screen, mouse 2C CD8+ T cells, flow cytometry. 2C CD8+ T cell-vesicle binding; active compounds read low. calls only at 7 µM. 330,000 tested, 0.068% active. AID 2052, 2009;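 active = response, share of CD8 T cells binding vesicles, and their 90th percentile fluorescence all below set limits, cut at about 80% in these data, passing the limit was not always enough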
#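 Material: murine 2C transgenic CD8+ T lymphocytes / Also added: QL9-peptide-loaded Drosophila micro-vesicles bearing Ld, ICAM-1 and B7-1 / Schedule: binding step 1.5 h, 37 °C, antibody labelling 20 min, ice / Signal: flow cytometry, PE anti-B7-1 (FL2) versus Alexa647 anti-CD8 (FL8), PFA-fixed / Evaluation: percent CD8+ FL2 mean versus row control / Benchmarks: naked versus QL9-loaded vesicles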
# LYP phosphatase: inhibitors of LYP phosphatase, biochemical, fluorescence intensity, uHTS (AID 1779) | recombinant LYP phosphatase, fluorescence intensity; higher % means a stronger effect | 290,000 tested, 0.054% active | one-dose inhibition, % at 11.5 µM; IC50 in µM for titrated hits | Tyrosine-protein phosphatase non-receptor type 22 (Homo sapiens); in the data active = inhibition above about 50%;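 note: plate controls were vehicle with enzyme for no effect and no enzyme for full effect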
# Hep lipid drop: inhibitors of hepatocyte lipid droplet formation, primary screen, imaging, high-throughput imaging, BODIPY stain | AML12 mouse hepatocytes, oleate lipid droplets | inhibition, % at 6.5 µM | 240,000 tested, 0.4% active;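 active = lipid droplet intensity inhibited by at least 50%, with more than 500 cells counted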
#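 Material: mouse AML12 hepatocyte cell line, fixed after treatment; Timing: compound with oleate, overnight; Technique: high-content imaging of BODIPY-stained droplets and DAPI nuclei; Probe or stimulus: oleate, 100 µM final; Dosing: compound at 6.5 µM only.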
# GPR55 beta-arrestin: GPR55 agonists via beta-arrestin recruitment, primary screen, imaging, U2OS cells, beta-arrestin-GFP redistribution (AID 1961); U2OS GPR55 beta-arrestin-GFP redistribution imaging; higher % means a stronger effect; one-dose activation, % at 10 µM; EC50 in µM for titrated hits; 290,000 tested, 0.048% active;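 active = activation above 40% with more than 50 cells counted in the well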;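 note: U2OS osteosarcoma cells stably expressing GPR55 and beta-arrestin-GFP; plate controls were DMSO negative control for no effect and LPI positive control for full effect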
# Large T inhibition: SV40 large T antigen inhibitors, biochemical (AID 1903); SV40 large T antigen ATPase/helicase inhibition assay; higher % means a stronger effect; inhibition, % at 20 µM; hits with a dose series show IC50 in µM; 310,000 tested, 0.39% active; in the data active = a potency from the dose series; note: strong numbers were not always called active
# NTR1 agonist: agonists of NTR1, primary screen, imaging, U2OS cells, beta-arrestin-GFP, high content (AID 493036); NTR1-U2OS beta-arrestin-GFP spot imaging, agonist mode; activation, % at 20 µM; 330,000 tested, 0.17% active;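 active = activation at or above 40% of the spot to cytoplasm intensity ratio, with at least 20 cells analyzed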;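 note: 0% = DMSO without peptide and 100% = 100 nM NTR1 peptide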
# Target sequence (P30989 whole entry, looked up): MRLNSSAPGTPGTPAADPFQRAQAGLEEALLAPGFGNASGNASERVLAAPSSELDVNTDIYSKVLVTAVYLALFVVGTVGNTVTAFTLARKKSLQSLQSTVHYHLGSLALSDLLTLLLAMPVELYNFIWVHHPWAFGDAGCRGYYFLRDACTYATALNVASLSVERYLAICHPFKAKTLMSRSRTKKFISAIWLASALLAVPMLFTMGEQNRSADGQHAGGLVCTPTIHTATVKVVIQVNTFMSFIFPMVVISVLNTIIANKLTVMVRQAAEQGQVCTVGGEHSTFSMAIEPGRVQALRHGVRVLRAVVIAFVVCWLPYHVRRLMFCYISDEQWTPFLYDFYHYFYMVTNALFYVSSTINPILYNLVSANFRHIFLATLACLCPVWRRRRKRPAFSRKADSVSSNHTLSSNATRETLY
# Hep lipid drop cells 6.5 µM: also measured in Hep lipid drop; calls as there; cell count; measured here: cell count, cytotoxicity flag;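 cells counted across two imaged fields per well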
# T cell HTS vesicle-bound %: second read-out of T cell HTS, no call of its own (marks repeat the call); double positive events, %; measured here: CD8+ vesicle-bound cell fraction;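 binding gate set so that unloaded-vesicle control wells show 10% double positive cells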
# NTR1 agonist cell count 20 µM: second read-out of NTR1 agonist, no call of its own (marks repeat the call); cell count; measured here: cell count, cytotoxicity flag
# The depositor's hits bear a star; i = inactive; / = no result given.
SMILES,GPR55 antagonists,GPR35 antagonists,Rac1 GTP hydrolysis,T cell HTS,T cell HTS vesicle-bound %,LYP phosphatase,Hep lipid drop,Hep lipid drop cells 6.5 µM,GPR55 beta-arrestin,Large T inhibition,NTR1 agonist,NTR1 agonist cell count 20 µM
O=c1c2cccc3c2c(nn1CN1CCOCC1)-c1ccccc1-3,-4%,18%,3%,i,9,-7%,/,/,0.0%,18%,-0.1,91
COC(=O)CCC(=O)N1CN2CN(C(=O)CCC(=O)OC)CC([N+](=O)[O-])(C2)C1,-1%,4%,-2%,i,21,-8%,21,622,-0.1%,10%,1.0,66
COc1ccc(N(C(=O)CNC(=O)c2cccs2)C(C(=O)NCC2CCCO2)c2ccccc2)cc1 (centres undefined),17%,7%,7%,i,49,-2%,-5,722,0.0%,-4%,0.5,29
Cc1cc(C)c(C(=O)/C=C/c2ccc3c(c2)OCO3)c(=O)[nH]1,-7%,4%,-5%,i,47,-3%,8,690,0.2%,14%,-0.5,37
COc1ccc(NC(=O)CN(C)C(=O)c2cc(-c3ccccc3)nc3ccccc23)cc1,/,/,7%,i,38,/,/,/,/,6%,3.6,53
CN(C)CCCN(C(=O)c1ccco1)c1nc(-c2ccc(Cl)cc2)cs1,-6%,-7%,13%,i,56,-7%,-19,740,-0.3%,2%,3.3,68
Cc1ccc(OCc2csc(N)n2)cc1,-9%,-11%,1%,i,18,0%,0,715,-0.6%,-7%,2.5,48
C/C(=C\C(=O)c1cccnc1)Nc1ccc(C)c(C)c1,0%,0%,3%,i,22,-6%,/,/,0.3%,2%,0.7,50
CCOc1cc(-n2cnnn2)c(OCC)cc1NC(=O)c1cnccn1,13%,-3%,5%,i,32,0%,-7,743,0.2%,/,-1.0,44
COc1ccccc1-n1cnc2cc(NCc3ccccn3)ccc21,-11%,0%,5%,i,13,-2%,/,/,20%,35%,0.9,63
Cc1ccccc1Cn1c(=O)n(CCCC(=O)NCc2ccco2)c(=O)c2sccc21,1%,-10%,-1%,i,56,1%,-22,730,-0.1%,2%,-1.6,99
Cc1ccc([N+](=O)[O-])cc1NC(=O)CN(C(=O)c1ccccc1Cl)C1CCCCC1,-1%,-5%,4%,i,0,9%,-83,672,-0.2%,11%,0.1,44
COc1c(C)cc(C(=O)C2CCCN(C(=O)c3cc4nc(C)cc(C)n4n3)C2)cc1C (centres undefined),11%,-3%,3%,i,25,-3%,13,712,-0.1%,9%,1.6,38
COc1ccc(OC)c(Nc2cc(C)nc3ccc(C)cc23)c1,/,/,4%,i,11,/,/,/,/,5%,0.6,50
O=C1CCc2cc(S(=O)(=O)N3CCN(c4ccccc4)CC3)cc3c2N1CCC3,/,/,4%,i,50,/,/,/,/,24%,-0.3,58
CC1=NN(c2ccccc2)C(=O)/C1=C/C=C/C=C/N(C)C,5%,-9%,68µM*,i,28,9%,-9,710,-0.5%,37%,-0.1,33
CCOc1ccc(-n2c(C)nc3cc(C(=O)NCc4ccco4)ccc32)cc1,4%,11%,7%,i,51,-4%,/,/,-0.1%,14%,3.0,70
CCCCOCC(O)Cn1c(C)nc2ccccc21 (centres undefined),0%,4%,13%,i,35,-4%,/,/,0.0%,4%,0.8,43
COc1ccc(C2CC(c3ccc(C)cc3)Nc3ncnn32)cc1 (centres undefined),6%,-21%,2%,i,62,4%,2,637,-0.1%,13%,-4.4,65
CC(=O)NC(c1ccc(F)cc1)c1cccnc1 (centres undefined),-1%,0%,4%,i,26,-1%,-9,756,0.3%,15%,1.4,79
COc1ccc(Br)cc1CN(C)CC(=O)Nc1cc([N+](=O)[O-])ccc1OC,-3%,-2%,9%,i,43,-2%,-58,566,-0.2%,10%,3.1,56
CCCC1=NN2C(=N)/C(=C\c3ccc(OCCOc4ccc(NC(C)=O)cc4)c(OC)c3)C(=O)N=C2S1,-4%,-14%,7%,i,18,-5%,-5,815,-0.1%,6%,1.5,93
Cc1cc(C)cc(N(CC(=O)NCc2ccccc2)C(=O)CCC(=O)Nc2ccccn2)c1,4%,14%,2%,i,24,-10%,-1,803,0.6%,6%,0.2,48
O=C(NNC1=C(C(=O)C(F)(F)F)CCC1)c1ccccc1Cl,2%,15%,13%,i,42,-2%,19,777,-0.1%,7%,-2.1,41

# 7 compounds from above, sorted by heavy-atom count, highest first.
SMILES,GPR55 antagonists,GPR35 antagonists,Rac1 GTP hydrolysis,T cell HTS,T cell HTS vesicle-bound %,LYP phosphatase,Hep lipid drop,Hep lipid drop cells 6.5 µM,GPR55 beta-arrestin,Large T inhibition,NTR1 agonist,NTR1 agonist cell count 20 µM
Cc1cc(C)cc(N(CC(=O)NCc2ccccc2)C(=O)CCC(=O)Nc2ccccn2)c1,4%,14%,2%,i,24,-10%,-1,803,0.6%,6%,0.2,48
COc1c(C)cc(C(=O)C2CCCN(C(=O)c3cc4nc(C)cc(C)n4n3)C2)cc1C (centres undefined),11%,-3%,3%,i,25,-3%,13,712,-0.1%,9%,1.6,38
CCOc1ccc(-n2c(C)nc3cc(C(=O)NCc4ccco4)ccc32)cc1,4%,11%,7%,i,51,-4%,/,/,-0.1%,14%,3.0,70
COc1ccc(Br)cc1CN(C)CC(=O)Nc1cc([N+](=O)[O-])ccc1OC,-3%,-2%,9%,i,43,-2%,-58,566,-0.2%,10%,3.1,56
O=C(NNC1=C(C(=O)C(F)(F)F)CCC1)c1ccccc1Cl,2%,15%,13%,i,42,-2%,19,777,-0.1%,7%,-2.1,41
CCCCOCC(O)Cn1c(C)nc2ccccc21 (centres undefined),0%,4%,13%,i,35,-4%,/,/,0.0%,4%,0.8,43
CC(=O)NC(c1ccc(F)cc1)c1cccnc1 (centres undefined),-1%,0%,4%,i,26,-1%,-9,756,0.3%,15%,1.4,79

# Next entries.
SMILES,GPR55 antagonists,GPR35 antagonists,Rac1 GTP hydrolysis,T cell HTS,T cell HTS vesicle-bound %,LYP phosphatase,Hep lipid drop,Hep lipid drop cells 6.5 µM,GPR55 beta-arrestin,Large T inhibition,NTR1 agonist,NTR1 agonist cell count 20 µM
CCCn1c(SCC(=O)Nc2ccccc2OC)nnc1-c1ccco1,-2%,6%,10%,i,21,-14%,8,803,0.0%,-2%,-0.1,54
CCOC(=O)c1c(C)c(-c2ccccc2)n(CC(=O)N2CCN(C)CC2)c1C,-1%,8%,10%,i,33,-2%,/,/,-0.2%,5%,0.5,97
Cc1ccccc1Cn1c(=O)n(-c2ccccc2)c(=O)c2ccc(C(=O)NCc3ccco3)cc21,0%,-13%,6%,i,41,4%,-2,709,-0.2%,12%,-2.0,61
COC(=O)c1ccc(NC(=O)C2CC(=O)N(c3ccc(C)cc3)C2)cc1 (centres undefined),10%,-8%,7%,i,52,4%,-4,751,0.4%,9%,-1.7,70
Cc1cc(S(=O)(=O)NC2CCCC2)ccc1F,-4%,4%,8%,i,52,2%,20,800,-0.1%,3%,-0.2,37
COc1cccc(N2CC(C(=O)NNC(=O)c3ccc(Cl)cc3)CC2=O)c1 (centres undefined),5%,-2%,6%,i,9,-6%,5,847,0.2%,9%,-1.8,58
COc1ccc(-c2[nH]ncc2CN(C)C(C)c2ccon2)c(OC)c1 (centres undefined),-1%,0%,8%,i,42,-4%,-2,710,0.3%,6%,0.0,53
O=C(Cn1c(=O)c2c(ncn2C2CCCC2)n(Cc2ccccc2)c1=O)N1CCc2ccccc21,2%,-4%,3%,i,44,4%,3,705,-0.1%,15%,-2.9,94
Cc1cccc(NC(=O)CCN2C(=O)c3ccccc3S2(=O)=O)c1C,-5%,4%,5%,i,24,-11%,-2,768,-0.1%,0%,-1.8,53
O=C(COC(=O)CCCC1=NS(=O)(=O)c2ccccc2N1)Nc1ccc(Br)cc1,1%,-12%,2%,i,31,-1%,14,710,-0.1%,11%,0.3,42
CC(C)C(=O)NC(=S)Nc1ccccc1F,0%,10%,-11%,i,47,-3%,/,/,0.3%,-1%,0.4,79
COC(=O)CN(c1cccc(F)c1)S(C)(=O)=O,-2%,-1%,8%,i,54,-3%,7,813,0.0%,5%,-0.8,54
COc1ccc2[nH]c(=O)c(CN(C(=O)c3cccnc3)c3ccc(C)cc3)cc2c1,19%,12%,11%,i,14,-2%,/,/,-0.1%,0%,0.5,34
CCOC(=O)c1c(C)[nH]c(C(=O)CSc2nnc(-c3cccs3)n2Cc2ccccc2)c1C,/,-14%,-9%,i,23,-1%,/,/,0.0%,7%,2.7,92
N#C/C(=C\c1c(N2CCN(c3ccccc3)CC2)nc2ccccn2c1=O)S(=O)(=O)c1ccccc1,4%,-4%,-8%,i,12,3%,3,733,-0.1%,9%,5.4,56
CCn1ccc(C(=O)NC2CCCC2)n1,2%,7%,4%,i,17,-6%,-11,629,0.0%,19%,1.4,72
CC(C)OP(=O)(OC(C)C)C1(O)C(=O)Nc2ccc(Br)cc21 (centres undefined),7%,4%,7%,i,38,-3%,/,/,0.3%,24%,1.3,45
COc1ccc(CN(N=O)C2CC(=O)N(c3ccc(OC)cc3)C2=O)cc1 (centres undefined),-19%,7%,/,i,47,-7%,20,709,-0.1%,11%,0.2,48
Cc1ccc(CNC(=O)CC(C)S(=O)(=O)c2ccc3c(c2)NC(=O)CO3)cc1 (centres undefined),16%,10%,11%,i,24,-8%,3,697,-0.4%,18%,1.1,70
C/C=C(\C)CN1CCC(n2nccc2NC(=O)CCc2ccccc2)CC1,24%,-6%,7%,i,67,-9%,9,659,-0.2%,6%,1.0,64

# Screening data from PubChem BioAssay.
